Source: PubChem BioAssay
NTR1 agonist – agonists of NTR1, primary screen, imaging, U2OS cells, beta-arrestin-GFP, high content (AID 493036). activation, % at 20 µM. NTR1-U2OS beta-arrestin-GFP spot imaging, agonist mode. actives 0.17% (n = 330,000);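 active means activation at or above 40% of the spot to cytoplasm intensity ratio, with at least 20 cells analyzed; inconclusive means wells under 20 cells, flagged as cytotoxic or low count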;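 further: 0% = DMSO without peptide and 100% = 100 nM NTR1 peptide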
Target sequence (P30989 whole entry, looked up): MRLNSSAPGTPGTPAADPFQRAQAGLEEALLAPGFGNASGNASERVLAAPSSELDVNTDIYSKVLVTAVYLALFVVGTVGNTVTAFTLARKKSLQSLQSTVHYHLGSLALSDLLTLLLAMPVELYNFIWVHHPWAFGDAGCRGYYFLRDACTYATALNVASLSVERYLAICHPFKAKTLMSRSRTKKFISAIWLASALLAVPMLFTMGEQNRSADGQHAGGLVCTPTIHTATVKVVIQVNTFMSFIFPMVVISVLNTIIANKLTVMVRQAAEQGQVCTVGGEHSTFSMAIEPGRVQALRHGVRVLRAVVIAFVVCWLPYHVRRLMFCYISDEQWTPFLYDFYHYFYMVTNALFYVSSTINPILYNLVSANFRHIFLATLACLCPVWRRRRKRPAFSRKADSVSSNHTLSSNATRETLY
T cell modulator – modulators of CD8 T cell-vesicle binding, primary screen, mouse 2C CD8+ T cells, flow cytometry. 2C CD8+ T cell-vesicle binding; hits give low values. calls only at 7 µM. AID 2052, 2009. actives 0.068% (n = 330,000);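 active means response, share of CD8 T cells binding vesicles, and their 90th percentile fluorescence all below set limits, cut at about 80% in these data, passing the limit was not always enough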
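Assay system – 2C mouse CD8+ T cells · Also added – QL9-loaded Drosophila micro-vesicles · Timing – Cell–vesicle co-incubation 1.5 h at 37 °C, staining 20 min on ice · Signal – flow cytometry of vesicle-bound cells · Measure – percent CD8+ FL2 mean versus row control · Controls – Peptide-free naked vesicles (low) and QL9 vesicles with 0.7% DMSO vehicle (high)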
PhoP inhibition – inhibitors of PhoP regulon expression, primary screen, Salmonella Typhimurium, GFP reporter (AID 1863). S. Typhimurium PhoP-regulated promoter GFP reporter, 4 h; higher % means a stronger effect. inhibition, % at 50 µM, or IC50 in µM where a hit was titrated. actives 0.16% (n = 300,000);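 active means inhibition over 29.93%, a cutoff 3 SD above the screen mean, later confirmed by dose response; inconclusive means inhibition over 29.93% but no dose response follow-up; inactive means inhibition at most 29.93% or unconfirmed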;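 further: 0% = low Mg2+ inducing control and 100% = high Mg2+ repressing control; strong numbers were not always called active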
Large T inhibition – SV40 large T antigen inhibitors, biochemical (AID 1903) | SV40 large T antigen ATPase/helicase inhibition assay; higher % means a stronger effect | one-dose inhibition, % at 20 µM; IC50 in µM for titrated hits | actives 0.39% (n = 310,000); in the data active means a potency from the dose series; inconclusive means inhibition mostly from about 32% at the one dose, without a potency; inactive means the rest, 99 in 100 with inhibition below about 32%; further: strong numbers were not always called active
K1F lysis inhibition – inhibition of K1F phage lysis, E. coli UTI89, bacterial capsule biogenesis inhibitors, alamar blue (AID 488966) | actives 0.02% (n = 340,000) | E. coli UTI89 K1F phage lysis, alamar blue, 2 h; higher % means a stronger effect | one-dose inhibition, % at 100 µM; IC50 in µM for titrated hits;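 active means phage lysis inhibition, versus mean bacterial control, above a set limit; inconclusive means no clear call, values can overlap the other calls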;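 further: capsule biogenesis inhibitors block K1F phage lysis so surviving cells raise fluorescence; higher fluorescence means more inhibition of phage lysis; actives were called in the ten point dose series up to 300 µM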
TNAP activators – human TNAP enzyme activators, primary screen, biochemical, luminescent, no phosphate acceptor, uHTS (AID 1001). Alkaline phosphatase, tissue-nonspecific isozyme (Homo sapiens). purified TNAP, luminescent activation assay, no phosphate acceptor; higher activation fold means a stronger effect. activation fold at 20 µM; hits with a dose series show EC50 in µM. actives 0.03% (n = 200,000); in the data active means activation fold from about 3, or a potency from the dose series; inactive means the rest, 99 in 100 with activation fold below about 1.6; further: many of its hits are not listed in these tables
Rac1 GTP hydrolysis – MgcRacGAP GTPase-activating activity inhibitors, confirmation, biochemical, ADP Hunter fluorescence | Rac GTPase-activating protein 1 (Homo sapiens) | MgcRacGAP-stimulated Rac1 GTP hydrolysis, ADP Hunter fluorescence; higher % means a stronger effect; GST-tagged Rac1 F28L mutant substrate | one-dose inhibition, % at 30 µM; IC50 in µM for titrated hits | actives 0.6% (n = 340,000);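 active means first-screen hits whose inhibition reached a set limit at any dose in the follow-up dose series; inconclusive means inhibition above the set first-screen limit but never retested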;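 further: fluorescence reports GDP produced by GAP-driven GTP hydrolysis; strong numbers were not always called active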
RSV antiviral HEp-2 – RSV antiviral activity via CPE protection, HEp-2 cells, primary 10 µM value included (AID 2391); HEp-2 cells, RSV-induced CPE inhibition; higher % means a stronger effect; actives 0.13% (n = 310,000); one-dose CPE inhibition, % at 10 µM; IC50 in µM for titrated hits; in the data active means a potency from the dose series; inconclusive means CPE inhibition mostly from about 23% at the one dose, without a potency; inactive means the rest, 99 in 100 with CPE inhibition below about 21%; further: strong numbers were not always called active
Myeloid diff 2 – induction of myeloid progenitor differentiation, primary screen, cell-based, flow cytometry, MLPCN library | AID 624256, 2012 | ER-HoxA9 myeloid progenitors, lysozyme-GFP differentiation | calls only at 10 µM | actives 1% (n = 360,000);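 active means normalized GFP-positive differentiation at or above the plate's own cutoff, the solvent-only control mean plus 3 SD; inconclusive means no clear call, values can overlap the other calls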;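 further: cells exposed to compound for four days before flow analysis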
T cell modulator vesicle-bound % – recorded beside T cell modulator, whose call it bears; double positive events, %; measured here: CD8+ vesicle-bound cell fraction;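 binding gate set so that unloaded-vesicle control wells show 10% double positive cells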
NTR1 agonist cell count 20 µM – also measured in NTR1 agonist; calls as there; cell count; measured here: cell count, cytotoxicity flag
Myeloid diff 2 GFP+ MAC1+ % – recorded beside Myeloid diff 2, whose call it bears; GFP+ MAC1+ double positive, %; measured here: differentiation confirmed by MAC1 staining
* = called active by the depositor; i = inactive; ? = inconclusive; . = not tested or not shown; [ ] = remark or other dose. Hits appear at their usual frequency, and some 2.3% of all compounds hit somewhere here.

SMILES	NTR1 agonist	NTR1 agonist cell count 20 µM	T cell modulator	T cell modulator vesicle-bound %	PhoP inhibition	Large T inhibition	K1F lysis inhibition	TNAP activators	Rac1 GTP hydrolysis	RSV antiviral HEp-2	Myeloid diff 2	Myeloid diff 2 GFP+ MAC1+ %
O=C(COC(=O)CN1C(=O)c2ccccc2C1=O)Nc1ccccc1	-0.5	55	i	40	.	.	2.4%	.	-10%	.	i	1.0
COCc1c(C(=O)NCCOc2ccc(Cl)cc2)oc2ccccc12	2.2	50	i	33	.	.	-0.5%[50 µM]	.	1%	2.9%	i	0.7
N#C/C(=C\Nc1ccc2c(c1)OCCO2)c1nc2ccccc2[nH]1	17	45	i	42	-9%	1%	9.8%	1.1	9%	43%	i	0.9
COc1cccc(C2C(C(=O)OC(C)C)=C(C)Nc3ncnn32)c1 (centres undefined)	-0.8	72	i	34	-5%	8%	0.2%	1.1	8%	0.0%	i	0.5
COC(=O)/C(C#N)=C/c1ccc(-c2ccc(S(N)(=O)=O)cc2)o1	1.5	71	i	20	13%	11%	0.7%[50 µM]	.	13%	-0.4%	i	0.3
CN(CC(=O)Nc1ccccc1Cl)C(=O)COC(=O)c1cc([N+](=O)[O-])ccc1N1CCOCC1	1.7	37	i	25	0%	7%	0.7%[50 µM]	.	6%	0.2%	i	1.3
O=C(CN1C(=O)NC2(CCc3ccccc32)C1=O)NCCc1ccccc1 (centres undefined)	-1.7	71	i	4	.	.	0.7%[50 µM]	.	5%	-0.1%	i	0.5
Cc1cccc(NC(=S)N2CCN(c3ccccn3)CC2)c1	1.2	79	i	63	-1%	7%	-0.1%	.	7%	6.2%	i	0.6
Cc1nn(CCCC(=O)N2CCN(c3ccc(F)cc3)CC2)c(C)c1[N+](=O)[O-]	0.8	58	i	36	-1%	16%	0.2%	1.1	4%	0.1%	i	0.0
N#Cc1nc(-c2ccc(F)cc2)oc1NCc1ccco1	2.1	34	i	37	0%	19%	-0.9%	.	3%	3.8%	i	0.8
CCOC(=O)c1cnn(C)c1NC(=O)c1ccc([N+](=O)[O-])cc1	-1.9	72	i	26	1%	5%	-0.2%	.	1%	1.2%	i	0.6
CCCc1cc(C(=O)N/N=C/c2ccc(CC)s2)c2ccccc2n1	0.6	64	i	32	-14%	11%	2.7%	1	7%	-0.3%	.	.
O=C1c2c(O)cccc2Cc2cccc(O)c21	1.1	93	i	27	4%	-2%	3.1%	.	-1%	2.0%	i	1.4
Cc1ccc(NC(=O)C2CCCN(c3ncnc4c3nc3n4CCCCC3)C2)nc1 (centres undefined)	1.3	63	i	17	-3%	8%	1.2%	.	9%	2.4%	?	.
Oc1ccc(-c2nnc(SCc3ccccc3)o2)cc1	0.4	58	i	51	2%	6%	-0.2%	.	6%	4.6%	i	0.6
O=C(CCc1nc2ccccc2c(=O)[nH]1)NCCN1C(=O)S/C(=C\c2ccc(Cl)cc2Cl)C1=O	5.8	66	i	7	-11%	19%	0.4%[50 µM]	.	6%	22%	i	0.8
CCN(CC)S(=O)(=O)c1ccc(NC(=O)Cn2c(=O)oc3ccccc32)cc1	-1.9	88	i	50	-3%	-2%	0.4%	1.1	11%	0.4%	i	0.7
COc1ccc(NC(=O)C2CCCC2)cc1	-1.3	55	i	57	1%	8%	0.4%	.	9%	1.6%	i	0.6
COc1ccc2[nH]cc(CCNC(=O)CC[C@H]3O[C@@H](n4cc(C)c(=O)[nH]c4=O)C[C@@H]3O)c2c1	-0.3	30	.	.	.	.	-0.1%	.	8%	.	i	0.8
NC(=O)CC(NC(=O)Cc1cccc2ccccc12)c1ccc(NC2CCCCCCC2)c([N+](=O)[O-])c1 (centres undefined)	6.9	79	i	48	5%	1%	-0.4%	.	-1%	1.6%	i	0.9
NC(=O)C1CCN(C(=O)CN2CCc3ccccc32)CC1	-1.4	72	i	33	3%	11%	0.2%	1.1	12%	2.9%	i	0.0
CCOc1ccc(S(=O)(=O)N2CCOCC2)cc1NC(=O)Cc1c(F)cccc1Cl	-0.6	62	i	45	2%	11%	0.2%[50 µM]	.	6%	-1.5%	i	1.6
CCN(C(=O)COC(=O)c1cccnc1Nc1ccccc1F)C1CCS(=O)(=O)C1 (centres undefined)	1.0	51	i	32	-2%	5%	3.3%	1	5%	1.7%	i	0.4
CN(c1ccccc1)S(=O)(=O)c1ccc(C(=O)NCC(c2ccco2)N2CCCCC2)cc1 (centres undefined)	-1.2	48	i	18	.	.	0.0%	.	6%	-0.5%	i	0.1
C=CCOc1ccc2c(c1)c(S(=O)(=O)c1ccc(C)cc1)cn2COC	4.3	51	i	10	-8%	-1%	2.8%	1.1	0%	2.5%	i	4.6
CC1C=CCC2C(=O)N(c3cccc(C(=O)N4CCN(c5ccc(F)cc5)CC4)c3)C(=O)C12 (centres undefined)	0.0	76	i	58	10%	19%	9.7%	1	0%	3.6%	i	6.2
COc1ccc(N2CCN(C(CNC(=O)C(=O)NCCCO)c3ccco3)CC2)cc1 (centres undefined)	-0.5	72	i	48	1%	30%	0.2%	.	0%	3.3%	?	.
O=C1CC(N2CCOCC2)C(=O)N1c1cccc(Cl)c1 (centres undefined)	-0.1	56	i	38	-4%	10%	-0.4%	1.1	-1%	2.8%	i	1.1
CN1CCc2ccccc2C1C1CCNCC1 (centres undefined)	-1.4	54	i	6	2%	13%	7.2%	1.1	0%	-1.8%	i	1.3
COC(=O)CCCCCCCCCCN1CCCCC1	-0.4	39	i	35	-3%	2%	10%	1	6%	0.5%	i	0.2
COC(=O)c1cccc(NC(=O)CC2C(=O)NCCN2C(=O)Nc2cc(C)cc(C)c2)c1 (centres undefined)	1.7	65	i	36	-3%	16%	0.1%	.	8%	5.0%	i	0.7
COc1ccc(CNC(=O)C2CCN(C(=O)[C@@H]3Cc4ccccc4CN3)CC2)cc1	-0.4	54	i	10	-6%	-4%	0.2%	.	5%	-0.9%	i	1.5
O=C(c1cnc2n(c1=O)CCS2)N1CCN(c2ccccc2F)CC1	0.3	91	i	10	11%	4%	0.7%	1	1%	0.6%	i	1.9
Cc1ccccc1N1CCN(C2CCCN(C(=O)c3ccc(Cl)s3)C2)CC1 (centres undefined)	1.5	56	i	15	-1%	27%	0.5%[50 µM]	.	-6%	1.8%	i	1.0
CCNc1nc(C)c2cc(Br)c(=O)n(CC)c2n1	2.1	44	i	37	8%	8%	0.4%	1.1	6%	0.9%	?	.
Cc1ccc(Cl)cc1NC(=S)N(CCCN1CCN(C)CC1)Cc1ccco1	-2.2	64	i	29	-9%	4%	0.9%	1	-4%	-2.9%	i	1.2
N#Cc1nc(COc2ccc(Br)cc2)oc1N1CCCC1	0.6	59	i	17	1%	23%	0.7%	1.1	5%	-0.4%	i	0.6
O=c1c2ccccc2nnn1CSc1nnnn1-c1ccccc1	-1.5	88	i	10	-4%	-3%	0.5%	1.1	2%	3.7%	i	1.2
Cc1ccc(N(CC(=O)NCCc2ccccc2)S(=O)(=O)c2c(C)noc2C)cc1	0.5	57	i	13	-11%	3%	0.0%	1	4%	-1.3%	i	4.0
Cc1sc2nc(SCC(=O)Nc3c(C)n(C)n(-c4ccccc4)c3=O)n(C)c(=O)c2c1C	0.6	88	i	37	4%	20%	-0.5%	1.1	8%	1.6%	i	0.9
CSc1nc(NCC(C)C)c2c3c(sc2n1)CN(C)CC3	0.9	76	i	23	-2%	14%	-0.2%	1	4%	-1.5%	i	1.4
O=C(CN1C(=O)COc2ccccc21)NCCCN1CCCCC1	0.4	69	i	32	-2%	6%	0.2%	.	10%	0.5%	i	3.0
Cc1ccc(-n2c(C)cc(C(=O)CSc3nnc4ccccn34)c2C)cc1	-0.5	80	i	29	9%	11%	0.0%	1	-4%	0.2%	i	0.1
COc1ccccc1CN1CCNC(=O)C1CC(=O)N(C)Cc1cnccn1 (centres undefined)	.	.	.	.	4%	-7%	0.0%	1.1	1%	.	i	0.4
CCN(CC)S(=O)(=O)c1ccc(NC(=O)c2cccnc2Cl)c(NC(=O)c2cccnc2Cl)c1	-2.3	12	i	46	-10%	6%	.	1.2	.	-1.2%	i	0.1
CC1CCCC(C)N1C(=O)COC(=O)c1nn(C)c(=O)c2ccccc12 (centres undefined)	0.8	54	i	21	-5%	17%	1.3%[50 µM]	.	7%	1.1%	i	1.3
Cc1nc(NC(=O)CN(C)S(=O)(=O)c2ccc(Cl)cc2)sc1C	-1.0	74	i	52	-18%	3%	-1.9%	1.1	9%	-1.1%	i	1.0
CCn1ncc(Br)c1C(=O)Nc1ccc(F)c([N+](=O)[O-])c1	17	61	i	9	6%	2%	0.4%[50 µM]	1	-7%	-0.1%	i	1.5
Cc1cccc(NCN2C(=O)c3ccccc3C2=O)c1	2.4	49	i	4	3%	1%	-0.2%[50 µM]	1.1	5%	-0.2%	i	1.6
Cc1c(NC(=O)c2cc(-c3ccc(Cl)cc3)on2)c(=O)n(-c2ccccc2)n1C	-0.4	46	i	51	-4%	4%	0.4%	.	8%	0.3%	i	0.0
CC(=NCc1ccccc1)C1=C(O)COC1=O	-0.9	48	i	31	8%	6%	0.1%	1.1	-5%	1.0%	i	0.6
Cn1c(=O)c2c(SCC(=O)N3CCCc4ccccc43)nc(C3CC3)nc2n(C)c1=O	36	37	i	37	4%	4%	5.3%	1.1	5%	-0.1%	?	.
